# From PubChem
# PME-1 inh – blocks human protein phosphatase methylesterase 1; Q9Y570; recombinant PME-1, FP-Rh probe fluorescence polarization; inhibition, % at 5.9 µM; 320,000 compounds, 0.53% hits;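 active = inhibition above the campaign mean of all compounds plus 3 SD, cut at about 26% in these data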;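 note: competitive labeling of PME-1 active site by serine hydrolase directed probe; 0% = PME-1 with DMSO and 100% = wells lacking PME-1 enzyme; inhibitors block probe labeling so polarization falls and inhibition rises; many of its hits are not listed in these tables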
# AHR act – activates the human aryl hydrocarbon receptor; AID 2796; activation, % at 5 µM; P35869; 320,000 compounds, 2.5% hits; AHR-responsive luciferase reporter cells, luminescence; in the data active = activation above about 47%;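 note: 0% = vehicle wells and 100% = reference agonist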
# pPAFAH inh – pPAFAH (human) enzyme inhibition. 330,000 compounds, 1.5% hits. recombinant pPAFAH, FP-rhodamine probe fluorescence polarization. Q13093. inhibition, % at 3.39 µM;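 active = inhibition above the mean inhibition across the screen plus 3 SD, cut at about 25% in these data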;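 note: inhibitors block binding of the rhodamine activity-based probe so polarization drops; 0% = enzyme with DMSO and 100% = wells lacking pPAFAH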
# MEX-5 binding – C. elegans MEX-5 TCR-2 RNA binding activity | Q9XUB2 | MEX-5/FITC-TCR2 RNA binding, fluorescence polarization; active compounds read low | activity score (negative = inhibition of binding), % at 10 µM | 300,000 compounds, 0.38% hits | AID 1832;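 active = inhibition past about -25% in most replicates, and total fluorescence under double the plate's negative control median, limit read from the data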;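 note: 0% = DMSO and -100% = 5 µM competing unlabeled TCR2 RNA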
# GLD-1 TGE inh – GLD-1-TGE RNA interaction inhibition (C. elegans). AID 2280. 320,000 compounds, 0.44% hits. inhibition, % at 5.96 µM. purified GLD-1 + fluorescein TGE RNA, fluorescence polarization. Q17339;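 active = percent inhibition above a per-plate cutoff, the plate mean of test compounds plus 3 SD, cut at about 30% in these data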;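 note: 0% = DMSO wells with GLD-1 and probe and 100% = wells lacking GLD-1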
# Target sequence (Q17339 whole entry, looked up): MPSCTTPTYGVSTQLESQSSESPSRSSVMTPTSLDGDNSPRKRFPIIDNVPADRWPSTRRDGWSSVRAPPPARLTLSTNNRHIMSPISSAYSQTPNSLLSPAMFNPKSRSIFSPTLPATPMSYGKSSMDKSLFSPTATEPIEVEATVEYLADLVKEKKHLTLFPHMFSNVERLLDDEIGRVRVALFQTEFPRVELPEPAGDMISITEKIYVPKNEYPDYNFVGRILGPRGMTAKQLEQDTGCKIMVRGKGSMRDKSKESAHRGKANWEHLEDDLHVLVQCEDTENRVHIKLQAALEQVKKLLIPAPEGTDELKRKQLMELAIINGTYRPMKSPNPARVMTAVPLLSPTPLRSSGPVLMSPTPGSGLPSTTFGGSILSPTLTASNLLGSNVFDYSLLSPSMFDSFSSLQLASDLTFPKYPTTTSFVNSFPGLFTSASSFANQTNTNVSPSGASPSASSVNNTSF
# MCL1 BIM primary – disrupts human MCL1 binding to BIM-BH3 peptide; inhibition, % at 10.9 µM; GST-MCL1 / FITC-Bim-BH3 fluorescence polarization; 320,000 compounds, 0.68% hits;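 active = inhibition above the mean inhibition of all tested compounds plus 3 SD, set per campaign, cut at about 40% in these data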;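 note: 0% = DMSO wells and 100% = unlabeled Bim-BH3 peptide control; higher means more loss of mP so more displacement of Bim peptide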
# Target sequence (Q07820 whole entry, looked up): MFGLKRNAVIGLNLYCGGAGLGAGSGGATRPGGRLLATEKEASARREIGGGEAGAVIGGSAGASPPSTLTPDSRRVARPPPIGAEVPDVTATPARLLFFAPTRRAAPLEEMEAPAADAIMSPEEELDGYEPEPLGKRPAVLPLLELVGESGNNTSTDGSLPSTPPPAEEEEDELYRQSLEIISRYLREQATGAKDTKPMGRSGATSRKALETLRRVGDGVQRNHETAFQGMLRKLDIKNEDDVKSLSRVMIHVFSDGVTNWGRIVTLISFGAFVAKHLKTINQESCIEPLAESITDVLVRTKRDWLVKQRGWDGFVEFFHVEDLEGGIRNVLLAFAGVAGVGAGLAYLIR
# Fam108B counter – counter-screen for RBBP9 inhibitors: inhibitors of mouse Fam108B. recombinant Fam108B, FP-Rh probe fluorescence polarization. AID 1947. 300,000 compounds, 0.33% hits. inhibition, % at 9.51 µM;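 active = inhibition above the screen mean inhibition plus 3 SD, computed separately per campaign, cut at about 18% in these data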;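 note: inhibitors lower polarization as less probe binds the enzyme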
# Bcl-xL primary – inhibitors of human Bcl-xL | GST-Bcl-xL / FITC-Bim BH3 peptide fluorescence polarization | inhibition, % at 10.9 µM | 320,000 compounds, 0.7% hits | AID 2129;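 active = inhibition above the mean of all tested compounds plus 3 SD, cutoff set per campaign, cut at about 30% in these data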;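 note: 0% = DMSO wells and 100% = unlabeled Bim-BH3 peptide competitor; inhibitors lower millipolarization by displacing the labeled peptide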
# PAFAH1B2 FP inh – blocks human PAF acetylhydrolase 1b catalytic subunit 2; inhibition, % at 3.39 µM; 340,000 compounds, 1.2% hits; recombinant PAFAH1B2, FP-rhodamine activity probe, fluorescence polarization;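 active = inhibition above the mean of all tested compounds plus 3 SD, cut at about 24% in these data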;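 note: 0% = enzyme with DMSO and 100% = wells lacking PAFAH1B2; many of its hits are not listed in these tables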
# Target sequence (P68402 whole entry, looked up): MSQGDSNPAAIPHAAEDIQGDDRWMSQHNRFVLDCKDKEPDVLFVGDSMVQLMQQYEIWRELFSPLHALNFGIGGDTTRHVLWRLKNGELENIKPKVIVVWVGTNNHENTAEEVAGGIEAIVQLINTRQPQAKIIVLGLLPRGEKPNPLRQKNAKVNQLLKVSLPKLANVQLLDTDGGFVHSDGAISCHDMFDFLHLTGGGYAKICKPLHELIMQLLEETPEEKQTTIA
# * = called active by the depositor; nt = no result given.
item	SMILES	PME-1 inh	AHR act	pPAFAH inh	MEX-5 binding	GLD-1 TGE inh	MCL1 BIM primary	Fam108B counter	Bcl-xL primary	PAFAH1B2 FP inh
1	CC(C(=O)Nc1nnc(C2CC2)s1)N1C(=O)C2CC=CCC2C1=O (configuration not stated)	0	2	-5	nt	7	-15	nt	-4	3
2	CCOc1ccc(N2C(=O)CC(N3CCC(O)(c4ccc(Br)cc4)CC3)C2=O)cc1 (configuration not stated)	-2	4	-5	-0.9	6	3	5	8	-3
3	COc1ccc(C2c3c(ncn(CCCO)c3=N)Oc3ccc4ccccc4c32)cc1 (configuration not stated)	-19	40	1	1.0	0	3	-5	5	4
4	COc1ccc(S(=O)(=O)NCC(c2cccnc2)N2CCN(c3ccccc3)CC2)cc1C (configuration not stated)	-2	1	3	0.4	-6	-2	0	1	4
5	COc1ccc(CCN2C(=O)C3CC(C)=C(C)CC3C2=O)cc1OC (configuration not stated)	2	2	1	1.0	-1	3	2	1	5
6	CCC(=O)Nc1cnc(NC(=O)c2cccc(F)c2)cc1C	-1	9	-1	1.3	0	-4	-2	2	2
7	Cc1cc(-c2n[nH]c(=S)n2-c2ccc(F)cc2)nn1C	0	1	-3	-0.3	5	-3	-1	-5	5
8	CCOC(=O)c1c[nH]n2c(=O)cc(C)nc12	0	-3	-3	-0.7	-11	-5	4	-1	nt
9	C#CCn1c(=NC(=O)c2cccs2)sc2cccc(OCC)c21	-1	11	6	-0.2	3	5	0	12	8
10	O=C(CCc1c[nH]c2ccccc12)NCCc1ccccc1	-3	1	4	0.5	-2	8	1	2	-1
11	CCOc1ccc(NC2c3ccccc3C(=O)N2c2ccc(Cl)cn2)cc1 (configuration not stated)	-2	0	3	-0.8	2	-1	0	2	-3
12	O=C(NC1(C(F)(F)F)N=C2SCCN2C1=O)C1CCCCC1 (configuration not stated)	-5	-1	1	2.1	-1	-6	-5	-5	-4
13	Cc1cccc(NC(=S)NCCN2CCOCC2)c1	2	-1	-2	-0.4	-1	5	-1	2	3
14	N#Cc1c(NC(=O)C2CC(c3ccccc3Cl)=NO2)sc2c1CCC2 (configuration not stated)	-7	-1	5	0.8	-3	12	-19	6	-7
15	COc1cccc(C2C3=C(CC(C)(C)CC3=O)Nc3n[nH]c(C)c32)c1 (configuration not stated)	-6	2	-3	0.7	-1	-6	1	2	4
16	C=CCn1c(SCC(=O)Nc2ccc(-c3nc4ccc(C)cc4s3)cc2)nnc1-c1ccncc1	4	11	3	4.4	-5	7	4	2	-6
17	CCN(C(=O)COn1nnc2ccc(S(=O)(=O)N(C)C)cc21)C1CCS(=O)(=O)C1 (configuration not stated)	3	-1	1	nt	-3	-14	nt	-8	-2
18	Cc1onc(-c2ccccc2)c1C(=O)N(C)CCc1ccccn1	2	6	-3	0.8	1	8	4	0	3
19	CN1C=CC(=CC=C2C=CC(=O)C=C2)C=C1	-16	1	-1	28	-54	-21	-11	-8	-1
20	O=C(CNC(=O)Cn1ccc2ccccc2c1=O)NCCCN1CCN(c2cccc(Cl)c2)CC1	6	-3	2	-2.8	4	6	8	4	2
21	CCn1c(CNC(=O)c2ccccc2F)nnc1SCc1nc2ccccc2c(=O)[nH]1	0	-1	0	1.8	-3	-2	2	-1	nt
22	Cc1ccc2nc(-c3ccc(N4C(=O)CC(N5CCC(C(N)=O)CC5)C4=O)cc3)sc2c1 (configuration not stated)	-5	-1	3	-1.8	-2	5	-3	-2	nt
23	CCOC(=O)c1sc(=S)n(-c2cccc(OC)c2)c1N	-4	-1	4	3.4	14	0	0	5	6
24	CN(CC(O)COc1ccccc1F)C1CCCCC1 (configuration not stated)	-1	-1	-4	-0.9	5	2	8	5	1
25	CC(NC(=O)CCCCCN1C(=O)c2ccccc2C1=O)c1ccc2c(c1)CCCC2 (configuration not stated)	-2	-3	16	2.0	-2	6	1	5	0
26	COCCN(C(=O)CSc1ccc2c(c1)OCCO2)c1c(N)n(CC(C)C)c(=O)[nH]c1=O	nt	0	-10	nt	2	nt	nt	nt	4
27	Cc1n[nH]c(=O)nc1NCC1CCCO1 (configuration not stated)	-3	2	1	-0.7	3	15	0	6	2
28	COC(=O)c1c(C)[nH]c(C(=O)C(C)Sc2nnc(-c3cc(OC)c(OC)c(OC)c3)o2)c1C (configuration not stated)	0	0	0	-1.9	4	-11	-1	-2	0
29	O=C1C(C2=NC(c3ccccn3)C3C(=O)N(c4ccccc4)C(=O)C23)=C(O)c2ccccc21 (configuration not stated)	-6	3	-1	1.1	-2	4	1	3	1
30	Cc1cc(N2CCC(C)CC2)n2ncc(-c3ccccc3)c2n1	2	14	10	-0.5	-4	13	8	6	-3
31	O=C1CCCN1CC(=O)N1CCCC(Nc2cccc(F)c2)C1 (configuration not stated)	-3	2	3	-1.5	5	-3	1	-2	8
32	CC#CC[N+](C)(C)CC(=O)c1ccccc1	1	0	3	-0.1	-1	3	1	5	4
33	COc1ccc(N2CCC(CNC(=O)Nc3cccc(OC)c3)C2)cc1 (configuration not stated)	19	5	4	-1.8	3	4	0	18	3
34	CC(C)Nc1nc(-c2ccncc2)nc(-c2ccc(Cl)cc2)c1C#N	3	14	-1	-1.0	-1	1	-5	1	nt
35	CC1=NN(c2nc(-c3ccc(C)cc3)cs2)C(=O)C1N=Nc1ccc(C(N)=O)cc1 (configuration not stated)	2	3	3	0.8	-4	4	8	5	2
36	Cc1noc(C)c1C(=O)N1CCN(c2ccc(OCc3ccccc3)cc2)CC1	0	-5	8	-0.4	-1	8	-1	5	3
37	CCc1c(C)n([O-])c2c([n+]1=O)CCCCC2	-1	0	-2	0.7	6	-1	0	2	8
38	COc1ccc(-n2nc([N+](=O)[O-])c(=NCCc3ccc(Cl)cc3)n2O)cc1	1	2	-3	-1.4	8	0	-4	8	-1
39	CCOc1cccc(C(=O)Nc2ccc(S(=O)(=O)Nc3cc(C)on3)cc2)c1	4	0	4	-1.0	3	1	0	-7	6
40	COc1ccccc1N1CCN(C(=O)c2oc3ccc(F)cc3c2C)CC1	2	25	-2	1.9	-1	-6	1	5	0
41	CCOC(=O)NC(=O)CSc1nc2ccc([N+](=O)[O-])cc2[nH]1	-2	14	0	0.6	1	6	4	0	-5
42	CC(C)(C)C(O)/C=C/c1ccc2c(c1)OCO2 (configuration not stated)	3	6	2	0.2	-4	8	5	1	nt
43	Cc1ccc(SCCC(=O)NCC2CCCO2)cc1 (configuration not stated)	-5	9	4	0.3	10	4	-1	3	15
44	CN1C(=O)N(C)C2C1N(CN1CCCCC1)C(=O)N2CN1CCCCC1 (configuration not stated)	0	3	-3	2.6	4	10	2	9	5
45	COc1cccc2cc(-c3cc(=O)oc4ccc(OCC(C)=O)cc34)oc12	-1	41	3	-3.0	5	4	-6	6	8
46	O=C(CCc1ccc(Oc2cc([N+](=O)[O-])cc([N+](=O)[O-])c2)cc1)Nc1cccc(Cl)c1	19	1	12	3.3	7	4	28*	9	16
47	Cc1ccc(CNC(=O)C2CCC(CNS(=O)(=O)c3cccs3)CC2)cc1 (configuration not stated)	1	0	7	1.1	3	-1	-2	1	-2
48	COc1ccc(NC(=O)C(c2ccc(Cl)cc2)C(C)C)cn1 (configuration not stated)	3	6	-1	-7.0	36*	26	-3	36*	22
49	COc1cccc(-c2csc(NC3OC(=O)c4c3ccc(OC)c4OC)n2)c1 (configuration not stated)	1	6	-2	-1.9	5	1	3	2	nt
50	O=C(NCCN=C1NS(=O)(=O)c2ccccc21)c1ccncc1	1	6	2	0.1	-2	1	0	-2	-2

# Reprinted from the part before: three entries, followed by the next part.
item	SMILES	PME-1 inh	AHR act	pPAFAH inh	MEX-5 binding	GLD-1 TGE inh	MCL1 BIM primary	Fam108B counter	Bcl-xL primary	PAFAH1B2 FP inh
48	COc1ccc(NC(=O)C(c2ccc(Cl)cc2)C(C)C)cn1 (configuration not stated)	3	6	-1	-7.0	36*	26	-3	36*	22
49	COc1cccc(-c2csc(NC3OC(=O)c4c3ccc(OC)c4OC)n2)c1 (configuration not stated)	1	6	-2	-1.9	5	1	3	2	nt
50	O=C(NCCN=C1NS(=O)(=O)c2ccccc21)c1ccncc1	1	6	2	0.1	-2	1	0	-2	-2
51	CCCC(=O)Nc1ccc2c(c1)nc(CCNC(=O)c1ccccc1)n2C	8	1	7	2.0	3	11	0	3	6
52	O=c1c2sc3ccccc3c2[nH]c(=S)n1CCN1CCOCC1	-1	2	3	2.2	-2	6	-2	7	3
53	CCN(c1ccccc1)S(=O)(=O)c1ccc(Cl)c(NC(=O)CN(C)C2CCN(C)CC2)c1	7	-2	6	nt	1	-4	-1	0	2
54	O=C(Cc1ccccc1)NNC(=S)NC(=O)c1cccnc1	5	0	4	4.1	12	11	0	7	nt
55	O=C(CSc1nnc(Cn2c(=O)sc3ccccc32)n1-c1ccccc1)NCC1CCCO1 (configuration not stated)	-3	1	-3	-0.3	3	0	-2	-3	10
56	CCCn1ncc(CN2CCC(Cc3cccc(F)c3)(C(=O)OCC)CC2)c1C	-4	1	-12	2.4	9	-2	2	-4	-3
57	CCCCNCCCOc1cccc(Cl)c1Cl	7	0	-1	-1.8	4	-6	-1	-7	-1
58	O=[N+]([O-])c1ccc(NCCOc2ccccc2Cl)nc1	2	-3	4	0.3	8	5	-2	7	4
59	O=C1OCCC1Sc1nc2cc(Cl)ccc2s1 (configuration not stated)	1	-1	-2	0.2	-4	1	-2	-3	-1
60	Cc1cscn1	-2	-1	4	nt	1	0	nt	4	5
61	Nc1ccccc1C#CCCCCO	1	0	2	2.6	3	-4	-3	1	3
62	CCOC(=O)c1c(NC(=O)C2CCCCC2C(=O)O)sc2c1CCCCC2 (configuration not stated)	-1	-1	8	-0.9	4	3	1	4	5
63	COc1ccccc1N1C(=O)C(Cl)=C(N2CCCC2)C1=O	-7	2	8	-2.5	-2	4	1	7	-2
64	O=C(O)c1ccccc1-n1c2ccccc2c2ccccc21	-6	1	3	-2.9	0	8	-3	9	7
65	Cc1c(C(=O)Nc2ccc(F)cc2)c2ccccn2c1CCc1ccncc1	-1	90*	17	-0.1	0	4	1	0	1
66	CC1CC(C)CN(Cc2nc(N)nc(Nc3ccccc3)n2)C1 (configuration not stated)	5	3	-1	1.4	13	0	0	6	1
67	CC(C)(C)n1nc2c(c1NC(=O)c1cccs1)CS(=O)C2 (configuration not stated)	-4	-2	4	4.2	3	-4	0	-1	4
68	CCN(c1ccc(NC(=O)CSc2nnc3nc(C)cc(C)n23)cc1)C(C)C	-5	-10	5	-3.7	0	9	8	5	9
69	Cc1cc(NC(=O)CN2C(=O)NC(CC(C)C)C2=O)no1 (configuration not stated)	nt	1	-1	nt	2	nt	nt	nt	1
70	Nc1nc(-c2cccnc2)nn1C(=O)COc1ccccc1	4	4	-5	0.5	9	5	2	1	5
71	CC(Sc1nnc(Cc2cccs2)n1C1CCCCC1)C(=O)NCc1ccco1 (configuration not stated)	-4	-1	1	1.7	-1	-5	-5	1	1
72	N#C/C(=C\c1cn[nH]c1-c1ccc(Cl)cc1)C(=O)NC1CC1	1	85*	3	nt	1	-1	0	5	1
73	Cc1ccc2cc(CN(CC3CCCO3)C(=O)c3cccs3)c(=O)[nH]c2c1 (configuration not stated)	-1	2	-1	-2.8	-4	-4	-1	-4	3

# This is a subset, so the mix of outcomes need not match the whole.
